# Source: PubChem BioAssay
# SKKanGAS inh: inhibitors of SKKanGAS S. pyogenes growth in kanamycin (SK-promoter or general growth effect); BacTiter-Glo, 6 h; inhibition, % at 7.5 µM; 300,000 compounds, 1.3% hits; AID 1662;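 active means mean replicate score, as percent of positive control median, at least 50; inconclusive means mean below 50 but one replicate at or above 50; inactive means mean and every replicate below 50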;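 further: strain carries kanamycin resistance gene driven by streptokinase promoter and grows in 40 µg/ml kanamycin; loss of luminescence reflects streptokinase promoter inhibition or plain growth inhibition; 0% = median of DMSO wells and 100% = positive control at its reference dose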
# KLF5 inhibitor: suppresses KLF5 promoter-driven expression. DLD-1 KLF5 promoter-luciferase reporter, luminescence. inhibition, % at 5 µM. 290,000 compounds, 0.23% hits. AID 1700;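 active means inhibition above a per-plate limit of that plate's mean compound inhibition plus 3 SD, cut at about 60% in these data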;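 further: 0% = DMSO wells and 100% = LY294002 at 200 µM; higher means less KLF5 promoter-driven luciferase light; inactives centre near -14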
# AI-2 QS modul: modulates the Vibrio harveyi AI-2 quorum sensing system. Vibrio harveyi JMH597 AI-2 luminescence/OD600 ratio, 9 h; stronger effect = lower value; strain lacks LuxN and CqsS sensors; 0 = neutral-control median. activity change, % at 7.5 µM. 300,000 compounds, 0.4% hits; in the data active means activity change below about -75%, passing the limit was not always enough; inconclusive means no clear call, values can overlap the other calls;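 further: luminescence divided by OD600 gain over 9 h not by final OD600 alone; inactives centre near 13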
# HSP90 inh: HSP90 refolding inhibition in rabbit reticulocyte lysate; AID 1789; luciferase refolding luminescence, 3 h; inhibition, % at 5.6 µM; 290,000 compounds, 0.91% hits;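 active means inhibition above the screen-wide mean plus 3 SD, computed separately per campaign, cut at about 16% in these data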;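 further: 0% = DMSO wells and 100% = 60 µM geldanamycin wells; inhibitors lower the luminescence because luciferase stays unfolded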
# HIF activator: HIF pathway transcriptional activation; U2OS HRE-luciferase reporter, luminescence; normalized: DMSO 0%, desferrioxamine 100%; activation, % at 7.5 µM (by protocol); 300,000 compounds, 0.32% hits; AID 1910;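 active means mean activation of at least 10% of the iron chelator positive control signal, with at least half of replicates also reaching 10%; inconclusive means mean and replicate majority disagree about reaching 10%; inactive means mean and most replicates under 10%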
# IEC-6 tox: IEC-6 cytotoxicity, counter-screen for KLF5 inhibitors. luminescence viability. inhibition, % at 5 µM. 290,000 compounds, 0.78% hits. AID 1825; in the data active means inhibition above about 22%;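 further: 0% = plate median of test compound wells and 100% = cytotoxic reference compound wells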
# HSF1 inh: HSF1 inhibition | 300,000 compounds, 0.77% hits | activity change, negative = inhibition, % at 7.5 µM (by protocol) | NIH3T3-HGL HSE-luciferase, MG132-induced, luminescence 8 h; stronger effect = lower value;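 active means more than half of replicate wells show activity change below -50%, luminescence cut by over half; inconclusive means some wells, but at most half, below -50%; inactive means no replicate well below -50%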;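 further: luciferase reports HSF-1 transcriptional activity via heat shock element; 0% = median of DMSO wells and -100% = zero luminescence signal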
# HSF-1 act: increases HSF-1 driven luciferase reporter signal; NIH3T3-HGL HSF-1 luciferase reporter, MG132, 8 h; 100% = twice DMSO control signal; activation, % at 9 µM; 300,000 compounds, 1.7% hits;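 active means mean replicate activation of at least 50% with a set share of replicates each reaching 50%; inconclusive means only one of those two conditions met; inactive means mean below 50% and too few replicates reaching it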;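 further: 0% = median of the neutral control wells and 100% = twice that signal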
# aSyn 5UTR inh: MLPCN primary screen, SNCA 5' untranslated region; alpha-synuclein 5'UTR reporter, inhibitor activity; inhibition, % (tested at 7.5 µM); 300,000 compounds, 0.82% hits; AID 1813; in the data active means inhibition above about 60%; inconclusive means no clear call, values can overlap the other calls;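 further: H4 neuroglioblastoma cells stably carrying SNCA 5'UTR luciferase fusion; 0% = DMSO wells and 100% = positive control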
# Platelet DG rel: modulates dense granule release in human platelets; human platelet-rich plasma, SFLLRN dense granule ATP release, luminescence; inhibition, %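 (compounds screened at 7.5 µM in platelet-rich plasma)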; 300,000 compounds, 0.22% hits; AID 1663;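 active means mean replicate score, as percent of positive control, at or above 50; inconclusive means mean below 50 but at least one replicate at or above 50; inactive means mean and every replicate below 50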
# Numbers without * were called inactive; ? = inconclusive; / = not tested or not shown; & = joins results of further samples. Compounds were not picked by outcome. Share with any hit: about 6%.
SMILES,SKKanGAS inh,KLF5 inhibitor,AI-2 QS modul,HSP90 inh,HIF activator,IEC-6 tox,HSF1 inh,HSF-1 act,aSyn 5UTR inh,Platelet DG rel
CCSc1nc2ccccc2n1C(=O)/C=C/c1ccc(OC)c(OC)c1,-12,-4,37,-3,0.5,5,33,82*,-168,-6
CCCOc1ccccc1C1CC(=O)Nc2cc3c(cc21)OCO3 (stereo not given),-4,46,30,-7,-0.1,78*,-7,-15,111*,14
Cc1ccc(NC(=O)N/C=C/c2ccco2)cc1C,15,-25,29,1,0.2,-10,5,5,-37,1
Cc1cc(C)c(S(=O)(=O)N2CCC(C(=O)NCc3ccncc3)CC2)c(C)c1,-7,-28,-5,-1,0.1,-1,0,-18,-2,12
O=C(CSc1nnc(SCc2ccc(Cl)cc2)s1)N1CCN(C(=O)c2ccco2)CC1,-1,-1,13,3,-0.7,0,11,25,19,-3
CC(C)Cc1ccc(C(C)C(N)=Nc2ccc(O)cc2)cc1 (stereo not given),-1,/,18,/,-0.6,/,-10,-10,-35,-19
CCOc1ccc(-n2c(C)cc(/C=N\NC(=O)CC(=O)NC3CCCCC3)c2C)cc1,27,-15,13,-1,-0.2,-5,-12,-13,13,0
C/C(=N\NC(=O)C(C)Sc1ccccc1)c1ccc([N+](=O)[O-])cc1 (stereo not given),6,-41,-1,6,-0.5,4,13,18,-11,-4
CC1CCCCC1NC(=O)c1ccc(NC2=NC3CS(=O)(=O)CC3S2)cc1 (stereo not given),-4,-61,0,-1,-0.5,-2,-5,-8,10,-3
Cc1cccc(NC(=O)CNC(=O)CN2C(=O)NC3(CCCc4ccccc43)C2=O)c1C (stereo not given),-1,/,1,/,-1.6,/,-3,-1,12,-5
CCCC1(C(=O)OCC)NC(c2ccc(O)cc2)C2C(=O)N(c3cccc(C(C)=O)c3)C(=O)C21 (stereo not given),5,-39,2,-2,-1.6,-3,3,3,8,0
Cn1c(=O)c2c(nc(NCc3ccc4c(c3)OCO4)n2Cc2ccccc2F)n(C)c1=O,3,-7,17,-3,0.3,-7,2,-5,15,5
O=C(NCc1cccnc1)c1cccc2c1C(=O)N(Cc1cccnc1)C2,4,-9,7,3,-0.1,-2,-4,-14,13,-5
O=[N+]([O-])c1cc(/C=N\Nc2nccs2)ccc1O,24,-37,29,9,-0.6,-2,-9,0,11,5
CCOC(=O)C(CC)/C(C)=N\NC(=O)CCC(=O)Nc1ccc(Cl)cc1Cl (stereo not given),-2,-9,6,-4,0.3,-5,3,12,1,1
COc1ccc(CCN(C)C(=O)CNC(=O)c2ccc3c(c2)OCO3)cc1OC,-6,-17,21,-6,-0.5,0,-11,-23,25,-9
CCn1c(=O)n(CC)c2cc(N)ccc21,-1,-31,24,-2,1.2,-4,6,15,-18,0
COc1ccc(S(=O)(=O)NC(C)C(=O)NCc2ccccn2)cc1OC (stereo not given),3,-9,17,-3,-0.1,1,-2,-4,8,21
O=C(NN=C1CCCC1)c1cc(O)cc(O)c1,0,-10,21,-3,0.3,-2,-4,27,-7,1
Cc1cc(C)cc(N=Cc2c(O)c3ccccc3oc2=O)c1,0,-18,8,2,-0.7,2,-6,-18,24,5
CC/C(=N/O)c1cnnc(SC)n1,1,-15,17,-1,0.6,-2,1,-10,13,-5
O=C(NCCCn1ccnc1)c1ccccc1Cl,2,-24,4,-2,0.8,0,-4,-16,3,-4
CCN(C(=O)COC(=O)c1ccc(OCc2c(C)noc2C)cc1)c1ccccc1,2,-46,28,3,0.3,-6,-7,0,3,-2
CCOc1ccc(S(=O)(=O)Nc2ccc(S(=O)(=O)N3CCCCC3)cc2)cc1,2,-11,17,0,-0.1,-2,2,-5,7,9
O=c1[nH]c2ccccc2c2nc3ccccn3c12,-2,-35,19,0,4.6,6,4,6,-113,2
CCc1ccc(N(CC(=O)Nc2ccccc2C(=O)N2CCCC2)S(C)(=O)=O)cc1,-2,-2,12,3,-0.2,-13,-3,5,1,-34
Cc1ccc(-n2c(SCC(=O)NCCN3C(=O)CSC3=O)nnc2-c2cccc(C)c2)cc1,4,-20,24,-5,-0.1,-2,5,-12,9,4
COC(=O)c1sccc1NC(=O)/C=C/c1c(Cl)cccc1Cl,4,-20,36,-1,3.1,6,8,37,-139,-6
CC(C)n1c(CCCO)nc2ccccc21,0,-6,29,0,0.0,-4,-5,-12,-7,7
CCCCOc1ccc(CNC(=S)N/N=C/c2ccc(OC)c(OC)c2)cc1,48,-1,17,4,0.4,-1,8,4,15,-9

# Shown as a hit in HSF-1 act, of those listed so far:
mol,KLF5 inhibitor,AI-2 QS modul,HSP90 inh,HSF1 inh,HSF-1 act,aSyn 5UTR inh,Platelet DG rel
CCSc1nc2ccccc2n1C(=O)/C=C/c1ccc(OC)c(OC)c1,-4,37,-3,33,82*,-168,-6

# Part of the list above, with tabs.
Compound	SKKanGAS inh	KLF5 inhibitor	AI-2 QS modul	HSP90 inh	HIF activator	IEC-6 tox	HSF1 inh	HSF-1 act	aSyn 5UTR inh	Platelet DG rel
CCn1c(=O)n(CC)c2cc(N)ccc21	-1	-31	24	-2	1.2	-4	6	15	-18	0
CCc1ccc(N(CC(=O)Nc2ccccc2C(=O)N2CCCC2)S(C)(=O)=O)cc1	-2	-2	12	3	-0.2	-13	-3	5	1	-34
O=c1[nH]c2ccccc2c2nc3ccccn3c12	-2	-35	19	0	4.6	6	4	6	-113	2
O=C(NCCCn1ccnc1)c1ccccc1Cl	2	-24	4	-2	0.8	0	-4	-16	3	-4
CC/C(=N/O)c1cnnc(SC)n1	1	-15	17	-1	0.6	-2	1	-10	13	-5

# (further entries)
SMILES,SKKanGAS inh,KLF5 inhibitor,AI-2 QS modul,HSP90 inh,HIF activator,IEC-6 tox,HSF1 inh,HSF-1 act,aSyn 5UTR inh,Platelet DG rel
Cc1ccc(-n2cc(-c3ccccc3)c3c(=O)[nH]cnc32)cc1,5,9,23,-3,/,-6,/,/,38,2
Cc1cc(=O)n2[nH]c(=O)c(N=Nc3ccccc3)c2[nH]1,3,-41,30,0,0.0,3,-64*,-74,20,0
CCOC(=O)c1ccc(NC(=O)CCc2nc(-c3ccccc3)no2)cc1,-22,-30,-14,0,-0.7,-5,-2,1,5,2
Oc1ccc(/C=N/N=C/c2ccc(O)c(O)c2)cc1O,1,-24,23,0,0.7,4,-5,-7,-25,/
CN(CC(=O)NC(=O)NCc1ccccc1)Cc1cccc(Cl)c1Cl,1,-21,-9,4,/,2,3,14,0,-12
CSc1ncccc1C(=O)Nc1ccc(OC(F)(F)F)cc1,-2,-95,58,-2,0.4,2,-2,12,-33,-2
Cc1ccc(N2C(=O)c3ccc(C(=O)N4CCN(c5ccc(C)c(C)c5)CC4)cc3C2=O)cc1,8,7,30,1,-0.5,3,4,13,9,1
O=C(O)C1Cc2[nH]cnc2C(c2ccccc2O)N1 (stereo not given),-4,4,0,0,0.2,2,-2,0,-10,3
O=S(=O)(Nc1nc2ccccc2nc1Nc1ccc2c(c1)OCO2)c1ccc(F)cc1,23,-6,21,2,-0.3,2,-8,-9,-15,1
CC[C@H](C)C(=O)O[C@H]1CCC=C2C=C[C@H](C)[C@H](CC[C@@H]3C[C@@H](O)CC(=O)O3)[C@H]21,4,16&4,-2,0&0,-1.1,3&11,5,-17,40,0
O=C(c1ccc(Cl)cc1)N1CCCC(C(=O)N2CCc3ccccc3C2)C1 (stereo not given),5,2,10,-3,-0.2,-4,7,2,7,8
O=C(Cc1csc(Nc2nc(=S)[nH]c3ccccc23)n1)NCc1ccccc1Cl,-2,16,6,-2,0.4,0,-13,-34,-1,-5
COc1cccc(C2CC(=O)N3CN(c4cccc(Cl)c4C)CSC3=C2C#N)c1OC (stereo not given),2,-33,25,-1,0.6,-2,0,10,-1,15
Cc1cc(OCC(=O)NNC(=O)c2cnccn2)cc(C)c1Cl,-1,10,?,-1,-17,6,-9,-4,41,-6
Cc1cc(OCC(O)CN2CCCC2)ccc1C(C)C (stereo not given),-3,-32,6,1,-0.5,3,3,13,-11,6
O=C(NC1CCOC1)c1ccc(OC2CCN(CCc3ccccc3)CC2)cc1 (stereo not given),4,-9,-7,0,-0.3,5,-3,-21,10,-5
O=C(CCN1CCN(Cc2ccccc2)CC1)Nc1ccc(OCc2ccccc2)cc1,4,-13,5,3,-0.5,6,-6,36,-34,4
CCOc1ccc(S(=O)(=O)Nc2ncn[nH]2)cc1,1,-25,9,-2,-1.6,-8,-1,-13,6,-10
CCOCCCNC(=O)C(c1ccc(C)cc1)N1CCOCC1 (stereo not given),-4,/,28,/,0.0,/,-1,1,17,-8
O=C(/C=C/c1ccccc1)N/C(=C/c1ccccc1)C(=O)Nc1ccccc1O,3,-33,28,-2,2.4,1,21,37,-26,-2
O=S(=O)(NCC(O)c1ccccc1)c1cc(Cl)sc1Cl (stereo not given),-4,-17,7,-4,0.0,-1,-8,-6,9,0
CCOC(=O)C(NCc1ccco1)(NC(=O)c1ccc(OC)cc1)C(F)(F)F (stereo not given),-2,-21,-9,-3,0.2,2,-13,-26,0,-3
CC(=O)N1CCN(c2ccc(NC(=O)c3ccc(Cl)c(Cl)c3)cc2)CC1,-3,-34,5,-1,0.6,0,-4,-6,-36,0
O=C(NNC(=O)c1ccccc1C(=O)O)c1ccc(-c2ccccc2)cc1,1,2,-37,2,-0.4,1,-17,-39,4,-10
COCCNc1nc(C)cc(-c2cc(-c3ccc(Cl)cc3)on2)n1,1,/,0,/,0.6,/,4,20,3,3
N#CC1=C(S)N(c2ccccc2)C(c2ccc(-c3ccc(Cl)c(Cl)c3)o2)NC1=O (stereo not given),0,-2,29,2,0.3,5,6,4,-4,0
CC(C)Cn1c(=O)c2sccc2n2c(CCCC(=O)NC3CCN(Cc4ccccc4)CC3)nnc12,-2,1,13,3,0.3,5,12,8,15,2
Cn1ncc(Br)c1NC(=O)Nc1ccccc1,1,-38,-9,2,2.0,-8,-3,6,-8,1
